Bioassay records as filed in PubChem BioAssay.
KLF5 inh = KLF5 expression inhibitors, primary screen, DLD-1 cells, luminescence. DLD-1 KLF5 promoter-luciferase reporter. inhibition, % at 5 µM. actives 0.23% (n = 290,000). AID 1700, 2009;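 active means inhibition above a per-plate limit of that plate's mean compound inhibition plus 3 SD, cut at about 60% in these data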;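 further: 0% = DMSO wells and 100% = LY294002 at 200 µM; higher means less KLF5 promoter-driven luciferase light; inactives centre near -14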
IEC-6 cytotox = cytotoxicity in IEC-6 intestinal epithelial cells, primary screen, cytotoxicity control for KLF5 inhibitor project, cell-based, luminescence; AID 1825, 2009; inhibition, % at 5 µM; IEC-6 cytotoxicity, luminescence viability; actives 0.78% (n = 290,000); in the data active means inhibition above about 22%;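 further: 0% = plate median of test compound wells and 100% = cytotoxic reference compound wells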
HSP90 inh = HSP90 inhibitors, primary screen, cell lysate, luminescence; actives 0.91% (n = 290,000); inhibition, % at 5.6 µM; AID 1789, 2009; Rabbit reticulocyte lysate, luciferase refolding luminescence, 3 h;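 active means inhibition above the screen-wide mean plus 3 SD, computed separately per campaign, cut at about 16% in these data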;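 further: 0% = DMSO wells and 100% = 60 µM geldanamycin wells; inhibitors lower the luminescence because luciferase stays unfolded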
* = called active by the depositor. The list is partial (hit frequency here may not be typical).

A first look, seven compounds:
`COc1ccc(OC)c(Nc2nc(=O)c3cccnc3s2)c1` gave KLF5 inh 75*, IEC-6 cytotox 0 and HSP90 inh 4.
For CCCOc1ccc(Cc2c(COCC)[nH]c(=S)[nH]c2=O)cc1 the results were KLF5 inh -42, IEC-6 cytotox 7 and HSP90 inh 1.
Cc1cc(C)cc(Oc2ccccc2CO)c1 was read as KLF5 inh -31, IEC-6 cytotox -4 and HSP90 inh -1.
`Cc1cccn2c(=O)c3cc(C(=O)NCc4ccco4)c(=N)n(CCc4ccccc4)c3nc12` gave KLF5 inh -16, IEC-6 cytotox -12 and HSP90 inh -3.
Screening CCOC(=O)C1CCCN(c2c(N3CCc4ccccc4C3)c(=O)c2=O)C1 (configuration not stated) returned KLF5 inh 5, IEC-6 cytotox -2 and HSP90 inh -1.
Screening O=C1c2ccccc2C(=O)C12OC2c1ccc(Cl)cc1Cl (configuration not stated) returned KLF5 inh -1, IEC-6 cytotox -2 and HSP90 inh -1.
For CCC(=O)OCCn1c(=O)c2cc3c(=O)n(CCOC(=O)CC)c(=O)c3cc2c1=O the results were KLF5 inh 0, IEC-6 cytotox 0 and HSP90 inh 2.

All compounds of this part, repeating the preview:
`COc1ccc(OC)c(Nc2nc(=O)c3cccnc3s2)c1` gave KLF5 inh 75*, IEC-6 cytotox 0 and HSP90 inh 4.
For CCCOc1ccc(Cc2c(COCC)[nH]c(=S)[nH]c2=O)cc1 the results were KLF5 inh -42, IEC-6 cytotox 7 and HSP90 inh 1.
Cc1cc(C)cc(Oc2ccccc2CO)c1 was read as KLF5 inh -31, IEC-6 cytotox -4 and HSP90 inh -1.
`Cc1cccn2c(=O)c3cc(C(=O)NCc4ccco4)c(=N)n(CCc4ccccc4)c3nc12` gave KLF5 inh -16, IEC-6 cytotox -12 and HSP90 inh -3.
Screening CCOC(=O)C1CCCN(c2c(N3CCc4ccccc4C3)c(=O)c2=O)C1 (configuration not stated) returned KLF5 inh 5, IEC-6 cytotox -2 and HSP90 inh -1.
Screening O=C1c2ccccc2C(=O)C12OC2c1ccc(Cl)cc1Cl (configuration not stated) returned KLF5 inh -1, IEC-6 cytotox -2 and HSP90 inh -1.
For CCC(=O)OCCn1c(=O)c2cc3c(=O)n(CCOC(=O)CC)c(=O)c3cc2c1=O the results were KLF5 inh 0, IEC-6 cytotox 0 and HSP90 inh 2.
`Fc1ccc(CN2CCN3CCCC3C2C2CCCCC2)cc1F` (configuration not stated) gave KLF5 inh -7, IEC-6 cytotox 5 and HSP90 inh 1.
`CCn1cc(C(=O)Nc2cc3c(cc2NC(C)=O)OCCO3)c(=O)c2ccc(C)nc21` gave KLF5 inh 7, IEC-6 cytotox 4 and HSP90 inh 3.
Screening Cc1cc(OC(=O)C(c2ccccc2)c2ccccc2)c([N+](=O)[O-])c(=O)[nH]1 returned KLF5 inh -4, IEC-6 cytotox -5 and HSP90 inh -1.
Screening Cc1nnc2sc(-c3ccc(NC(=O)c4cccnc4)cc3)nn12 returned KLF5 inh -18, IEC-6 cytotox -2 and HSP90 inh 0.
CCC(=O)N(Cc1cccs1)C1CCOC(C)(C)C1 (configuration not stated) was read as KLF5 inh -14, IEC-6 cytotox 5 and HSP90 inh 0.
`CCN1CCCC1CNC(=O)c1cn(C)c2ccc(S(=O)(=O)N3CCCCCC3)cc2c1=O` (configuration not stated) gave KLF5 inh -19, IEC-6 cytotox 2 and HSP90 inh 2.
`CCCCNC(=O)Oc1c(Br)cc2sc(=O)oc2c1Br` gave KLF5 inh -15, IEC-6 cytotox -12 and HSP90 inh 1.
Screening Cc1nn(Cc2ccc(C(=O)Nc3ccc(Br)c4cccnc34)o2)c(C)c1Br returned KLF5 inh 2, IEC-6 cytotox 6 and HSP90 inh 0.
For O=c1c2ccc(-c3nnc4n3-c3ccccc3SC4)cc2nc2n1CCCCC2 the results were KLF5 inh -28, IEC-6 cytotox 0 and HSP90 inh -1.
`COC(=O)CSc1ncnc2c1sc1nc(-c3ccco3)c3c(c12)CC(C)(C)OC3` gave KLF5 inh -14, IEC-6 cytotox -1 and HSP90 inh 3.
For N#C/C(=C/c1ccc(-c2ccccc2)o1)c1nc(-c2cccs2)cs1 the results were KLF5 inh -7, IEC-6 cytotox -2 and HSP90 inh 0.
CC1CN(S(=O)(=O)c2cccc(C(=O)OCC(=O)Nc3ccc4c(c3)OCO4)c2)CC(C)O1 (configuration not stated) was read as KLF5 inh -23, IEC-6 cytotox -1 and HSP90 inh 1.
`CN(Cc1nc2ccccc2n1C)S(=O)(=O)c1ccc(F)cc1` gave KLF5 inh -14, IEC-6 cytotox 4 and HSP90 inh 3.
`O=c1cc(NCc2ccc3c(c2)OCO3)[nH]c(=O)n1-c1ccc(Cl)cc1` gave KLF5 inh 9, IEC-6 cytotox -4 and HSP90 inh -3.
Screening COc1ccc(OC)c(CNCCNC(=O)c2ccco2)c1 returned KLF5 inh -5, IEC-6 cytotox -1 and HSP90 inh 4.
`CC(=O)C1=C(C)N(CC2CC2)C(=O)N[C@H]1c1cccs1` gave KLF5 inh -19, IEC-6 cytotox -4 and HSP90 inh -2.
For CCCCN(C(=O)Cc1cccs1)c1nnc(-c2cccnc2)s1 the results were KLF5 inh -9, IEC-6 cytotox -1 and HSP90 inh -4.
`COC(=O)c1cn(NC(=O)C2CCC(C(C)(C)C)CC2)c(=O)c2ccccc12` (configuration not stated) gave KLF5 inh -3, IEC-6 cytotox 0 and HSP90 inh 1.
`CCCCn1c(N)c(NCC)c(=O)[nH]c1=O` gave KLF5 inh -27, IEC-6 cytotox -2 and HSP90 inh 4.
Screening CCc1c(C)[nH]c2ccccc2c1=O returned KLF5 inh -28, IEC-6 cytotox 0 and HSP90 inh 2.
`CCOC(=O)c1cnn(-c2cc(C)nc3c(-c4ccc(Cl)cc4)c(C)nn23)c1N` gave KLF5 inh -8, IEC-6 cytotox -1 and HSP90 inh -7.
`CCC(=O)Nc1nnc(-c2ccncc2)s1` gave KLF5 inh -55, IEC-6 cytotox -2 and HSP90 inh 2.
`Cc1ccc(C)n1Cc1ccc(C(=O)O)cc1` gave KLF5 inh 3, IEC-6 cytotox -10 and HSP90 inh 1.
`NC(=O)C[C@@H]1NC(=O)c2cc([N+](=O)[O-])cc(F)c2NCCCC[C@@H](C(N)=O)NC(=O)[C@H](CO)NC1=O` gave KLF5 inh 4, IEC-6 cytotox -1 and HSP90 inh 3.
Clc1ccc(-n2nnnc2-c2ccccc2)cc1Cl was read as KLF5 inh -10, IEC-6 cytotox 4 and HSP90 inh 1.
For Cc1noc(/C=C/N(C)C)c1S(=O)(=O)N1CCCC(C(=O)NCc2ccc(Cl)cc2)C1 (configuration not stated) the results were KLF5 inh 7, IEC-6 cytotox 3 and HSP90 inh 2.
For N/C(=N\OS(=O)(=O)c1ccc(Cl)cc1)c1ccccn1 the results were KLF5 inh -22, IEC-6 cytotox 6 and HSP90 inh 1.
Screening Clc1ccc(-c2nc3nc4ccccc4nc3n2Cc2ccco2)cc1 returned KLF5 inh -29, IEC-6 cytotox 0 and HSP90 inh 3.
For O=C(CCCSc1nnnn1-c1ccccc1)c1ccc(F)cc1 the results were KLF5 inh 6, IEC-6 cytotox -2 and HSP90 inh 0.
`CCN(CC)CCN(C)C1CCC(c2ccccc2)CC1` (configuration not stated) gave KLF5 inh 6, IEC-6 cytotox -6 and HSP90 inh -2.
`CCn1c2ccccc2c2nc3cc(C(=O)O)ccc3nc21` gave KLF5 inh -53, IEC-6 cytotox 4 and HSP90 inh 1.
`CCSc1ccc(-c2nn(-c3ccccc3)cc2/C=C(/C#N)C(=O)NC)cc1` gave KLF5 inh -11, IEC-6 cytotox -8 and HSP90 inh -4.
Screening CSc1ncccc1C(=O)OCc1ccc(COC(=O)c2cccnc2SC)cc1 returned KLF5 inh -34, IEC-6 cytotox -1 and HSP90 inh 0.
CC[C@H](C)[C@@H]1NC(=O)c2cc([N+](=O)[O-])cc(I)c2NCC[C@@H](C(N)=O)NC(=O)[C@H](CCCN=C(N)N)NC1=O was read as KLF5 inh -9, IEC-6 cytotox 4 and HSP90 inh -1.
Screening CCOC(=O)c1cn(-c2nc(-c3ccc(Cl)cc3)cs2)c2c(F)c(N3CC(C)OC(C)C3)c(F)cc2c1=O (configuration not stated) returned KLF5 inh -26, IEC-6 cytotox -6 and HSP90 inh 0.
`CCn1c(C)nc2cc(C(=O)n3cc(C(=O)c4ccccc4O)cn3)ccc21` gave KLF5 inh 17, IEC-6 cytotox -2 and HSP90 inh 0.
Screening CCC(=O)NCCc1cc2ccc(C)cc2[nH]c1=O returned KLF5 inh -33, IEC-6 cytotox -5 and HSP90 inh -6.
For O=C(O)C1CC(=O)N(C2CCCCCC2)C1 (configuration not stated) the results were KLF5 inh -1, IEC-6 cytotox -1 and HSP90 inh -1.
COc1cc2c(c(OC)c1)C(c1ccncc1)CC(=O)N2 (configuration not stated) was read as KLF5 inh -2, IEC-6 cytotox -1 and HSP90 inh -4.
Screening CCOc1ccccc1NC(=O)CN(C)S(=O)(=O)c1cccc2nsnc12 returned KLF5 inh -11, IEC-6 cytotox 0 and HSP90 inh -7.
`CCCCP(=O)(c1ccccn1)c1ccccn1` gave KLF5 inh -14, IEC-6 cytotox 6 and HSP90 inh 2.
Cc1ccc(S(=O)(=O)c2cnc(-c3ccccc3)nc2Oc2ccccc2)cc1 was read as KLF5 inh 13, IEC-6 cytotox 5 and HSP90 inh 2.
For CCC(c1nnc(SCC(=O)NC23CC4CC(CC(C4)C2)C3)o1)N(C)C (configuration not stated) the results were KLF5 inh -21, IEC-6 cytotox -4 and HSP90 inh -4.
For CCCOc1ccc(C(=O)NC(=S)Nc2nc3ccc(C)cc3s2)cc1 the results were KLF5 inh -20, IEC-6 cytotox -1 and HSP90 inh -4.
Screening O=C(N1CCOCC1)N1c2ccccc2CC(N2CCOCC2)c2ccccc21 (configuration not stated) returned KLF5 inh 3, IEC-6 cytotox 0 and HSP90 inh 1.
For Cc1c(C(=O)NCCC2=CCCCC2)oc2ccc(S(=O)(=O)N3CCOCC3)cc12 the results were KLF5 inh -11, IEC-6 cytotox 7 and HSP90 inh 1.
N#Cc1cc2c(=O)n3ccccc3nc2n(CC2CCCO2)c1=N (configuration not stated) was read as KLF5 inh -17, IEC-6 cytotox 2 and HSP90 inh -3.
For Cn1c(/C=C(\C#N)C(N)=S)ccc1-c1ccc(Br)cc1 the results were KLF5 inh -8, IEC-6 cytotox 3 and HSP90 inh 6.
Screening COc1ccc(C)cc1NC(=O)CN1CCN(c2ccccc2F)CC1 returned KLF5 inh 18, IEC-6 cytotox 11 and HSP90 inh 7.
For O=C(Cn1cnc2c(cnn2-c2ccc(F)cc2)c1=O)NCC1CCCO1 (configuration not stated) the results were KLF5 inh -13, IEC-6 cytotox -7 and HSP90 inh 7.
COC(=O)c1cc(OC)c(OC)cc1NC(=O)c1cc(C)on1 was read as KLF5 inh 13, IEC-6 cytotox -1 and HSP90 inh -1.
CCCCCCCCCCCCCCCC[n+]1ccc(/C=N/O)cc1 was read as KLF5 inh 15, IEC-6 cytotox -1 and HSP90 inh 6.
`O=C(CCc1ccccc1)n1nc(-c2ccco2)nc1SCc1ccccc1` gave KLF5 inh -69, IEC-6 cytotox -4 and HSP90 inh 1.
Screening Cc1cc(C)c2c(n1)nn1c(N3CCOCC3)cc(C)nc21 returned KLF5 inh -14, IEC-6 cytotox -3 and HSP90 inh 1.
`Cc1ccc(-c2cc(C(F)F)n3ncc(C(=O)NCc4ccco4)c3n2)cc1` gave KLF5 inh -22, IEC-6 cytotox -2 and HSP90 inh -1.
`COc1ccc(-n2nc(C(=O)N3CCCCC3)c3ccccc3c2=O)cc1` gave KLF5 inh 4, IEC-6 cytotox -2 and HSP90 inh 2.
Nc1ccc(C(=O)OCC(=O)N2c3ccccc3Sc3ccccc32)cc1[N+](=O)[O-] was read as KLF5 inh -16, IEC-6 cytotox -2 and HSP90 inh 2.
O=C(Cn1ccc2ccccc2c1=O)NCCC(=O)N1CCN(C(=O)c2ccco2)CC1 was read as KLF5 inh 17, IEC-6 cytotox 2 and HSP90 inh -1.
Screening COc1ccccc1OCc1nc2c3c(-c4ccccc4)c(-c4ccccc4)oc3ncn2n1 returned KLF5 inh 1, IEC-6 cytotox 5 and HSP90 inh -2.
COc1cc(NC(=O)c2ccco2)c(OC)cc1NC(=O)CCC(=O)Nc1cccc(C)c1C was read as KLF5 inh -13, IEC-6 cytotox 0 and HSP90 inh -1.
For CC(=O)Nn1cnc2c(c1=O)C1(CCCC1)Cc1ccccc1-2 the results were KLF5 inh -15, IEC-6 cytotox -1 and HSP90 inh 2.
For COCCn1c(=S)[nH]c2cc(C(=O)N3CCN(Cc4ccc5c(c4)OCO5)CC3)ccc2c1=O the results were KLF5 inh -26, IEC-6 cytotox -7 and HSP90 inh -5.
For Cn1c(=O)c2c(nc(CN3CCC(Cc4ccccc4)CC3)n2CCN2CCOCC2)n(C)c1=O the results were KLF5 inh -3, IEC-6 cytotox 0 and HSP90 inh 2.
For CCN1C(=O)/C(=C/c2nc3ccccc3c(=O)[nH]2)c2ccccc21 the results were KLF5 inh 7, IEC-6 cytotox 2 and HSP90 inh -4.
For Cc1cc(NCCN2CCOCC2)n2ncc(-c3ccc(Cl)cc3)c2n1 the results were KLF5 inh -16, IEC-6 cytotox 5 and HSP90 inh -2.
`N#C/C(=C\c1cc2ccccc2nc1N1CCCCC1)C(N)=O` gave KLF5 inh -21, IEC-6 cytotox 4 and HSP90 inh -3.
For Cc1ccc2oc(=O)c3cnn(CC(=O)N(CCCN4CCOCC4)Cc4ccco4)c3c2c1 the results were KLF5 inh -22, IEC-6 cytotox -1 and HSP90 inh -3.
